FLuc modulator – firefly luciferase modulation, counter-screen for miR-21 project; P08659; purified FLuc, Km substrates, luminescence inhibition; Potency, µM (highest dose often 57.5 µM), for the others: top-dose activity change, negative = inhibition, hits mostly inhibitors; actives 6.9% (n = 360,000);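 note: plate controls were vehicle for no effect and reference inhibitor for full effect; nearly all actives have a fitted effect of over 55% in size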
Target sequence (P08659 whole entry, looked up): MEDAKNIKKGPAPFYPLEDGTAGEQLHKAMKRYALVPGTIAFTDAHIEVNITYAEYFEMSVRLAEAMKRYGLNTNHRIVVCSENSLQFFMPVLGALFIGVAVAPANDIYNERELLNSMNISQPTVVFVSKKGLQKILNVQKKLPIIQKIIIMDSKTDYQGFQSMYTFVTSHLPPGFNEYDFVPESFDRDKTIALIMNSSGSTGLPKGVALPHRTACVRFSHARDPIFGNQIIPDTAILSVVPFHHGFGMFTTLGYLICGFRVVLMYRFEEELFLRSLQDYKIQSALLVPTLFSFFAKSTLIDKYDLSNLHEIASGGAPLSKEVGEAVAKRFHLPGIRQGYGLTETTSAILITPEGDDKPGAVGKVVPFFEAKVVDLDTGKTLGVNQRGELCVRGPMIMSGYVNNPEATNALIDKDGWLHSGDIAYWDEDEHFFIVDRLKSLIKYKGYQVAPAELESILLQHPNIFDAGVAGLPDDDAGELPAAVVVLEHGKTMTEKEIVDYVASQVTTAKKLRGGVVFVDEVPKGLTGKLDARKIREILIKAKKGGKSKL
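Purified P. pyralis luciferase (10nM final) with 10uM D-luciferin and 10uM ATP (Km levels) in 50mM Tris acetate pH 7.5, 10mM Mg acetate, 0.01% Tween-20, 0.05% BSA; qHTS 6-point titration, ~60 µM downward; luminescence read.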
p53 reactivation – restores transcriptional activity of mutant p53 | H1299 p53-A138V BP100-luciferase reporter, luminescence, 24 h | Potency, µM (highest dose often 92.2 µM), inactives show at the top dose activity change, positive = activation, actives largely listed as activators | actives 0.063% (n = 320,000); note: % of control where 0% means no effect; nearly all actives have a fitted effect of over 45% in size
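H1299 (p53-null), stable ts p53-A138V + BP100-Luc; 1000 cells/well, Opti-MEM/10% FBS; cpd 4 pt, 1:5; 24 h, 37 deg C, 5% CO2; detection reagent 10 min RT; luminescence.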
RORgamma inh – blocks mouse ROR gamma transcriptional activity | Drosophila S2 Gal4-RORgamma UAS-luciferase reporter, 20 h | Potency, µM (highest dose often 53.6 µM), without a hit: at the highest dose activity change, negative = inhibition, actives largely listed as inhibitors | actives 5.4% (n = 310,000) | AID 2551; note: % is set by controls: 0 for no effect and ±100 for the full control effect; nearly all actives have a fitted effect of over 60% in size
Target sequence (P51450 whole entry, looked up, the tested form may be a part): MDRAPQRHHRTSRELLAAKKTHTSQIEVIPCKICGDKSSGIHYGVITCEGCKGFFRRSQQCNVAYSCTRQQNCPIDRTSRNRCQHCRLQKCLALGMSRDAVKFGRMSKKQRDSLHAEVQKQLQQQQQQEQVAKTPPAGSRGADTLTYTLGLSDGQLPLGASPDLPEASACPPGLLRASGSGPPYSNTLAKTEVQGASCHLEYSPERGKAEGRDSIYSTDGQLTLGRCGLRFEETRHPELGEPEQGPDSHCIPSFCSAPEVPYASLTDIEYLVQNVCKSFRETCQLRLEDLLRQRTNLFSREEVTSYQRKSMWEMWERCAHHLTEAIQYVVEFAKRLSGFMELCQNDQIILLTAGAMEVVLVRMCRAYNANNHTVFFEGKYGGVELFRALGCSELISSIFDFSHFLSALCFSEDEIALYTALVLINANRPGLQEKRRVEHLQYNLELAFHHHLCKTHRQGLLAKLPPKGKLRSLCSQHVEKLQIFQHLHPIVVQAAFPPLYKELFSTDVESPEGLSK
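Luciferase reporter read in Schneider cells carrying Gal4-RORγ (mouse) and UAS-Photinus luciferase; cells given compound 1 h before 700 uM copper sulfate induction, then incubated 20 h at ambient temperature.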
Gal4-VP16 FLuc – counter-screen for ROR gamma inhibitors: Gal4-VP16 reporter. Drosophila S2 Gal4-VP16 UAS-luciferase, luminescence, 20 h. Potency, µM (series often up to 53.6 µM), without a hit: at the highest dose activity, negative = inhibition, actives largely listed as inhibitors. actives 3.5% (n = 310,000);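 note: Gal4-VP16 expression switched on by copper sulfate through the metallothionein promoter; % is set by controls: 0 for no effect and ±100 for the full control effect; nearly all actives have a fitted effect of over 50% in size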
BRCA1 expr up – increases BRCA1 expression. Potency, µM (highest dose often 46.1 µM), inactives show at the top dose activation, actives largely listed as activators. AID 624202. actives 1.1% (n = 380,000). MCF7-BRCA1-FFLuc reporter, luminescence, 48 h; response scale: scaled: vehicle 0%, 10 µM genistein 100%; note: nearly all actives have a fitted effect of over 80% in size; some results filed as inactive show a strong effect at the top dose
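Reporter cells (MCF7, BRCA1 promoter-firefly luciferase) received library compounds across a concentration series for 48 h. End-point luminescence was measured and concentration-effect curves derived after normalization.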
MBNL1 CUG block – inhibitors of human MBNL1 binding to CUG repeat RNA; Q9NR56; TR-FRET MBNL1-His/biotin-(CUG)12 binding, 665/545 ratio; Potency, µM (doses to about 57.5 µM), for the others: at the highest dose activity change, negative = inhibition, most hits filed as inhibitors; actives 0.036% (n = 280,000); AID 2675; active = well fitted inhibition curve with a large enough effect in the signal ratio, with a control signal flat, not every such curve was filed as active; inconclusive = small, poorly fitted or top-dose-only effect, or effect the other way, or a change in a side signal; inactive = no such curve, though single readings can be large or run the other way; the % refers to the signal ratio; note: % is set by controls: 0 for no effect and ±100 for the full control effect
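Inhibition of protein-RNA binding appears as loss of TR-FRET between terbium anti-His antibody on MBNL1-His and streptavidin-XL665 on biotin-(CUG)12. Activity is normalized to buffer-only and uninhibited-complex controls.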
Rab9 promoter act – activators of Rab9 promoter | Potency, µM (highest dose often 9.22 µM), inactives show at the top dose activation, negative = inhibition, most hits filed as activators | AID 485297 | Huh7 Rab9 promoter-luciferase reporter, luminescence, 24 h | actives 2.8% (n = 320,000); note: % of control where 0% means no effect; nearly all actives have a fitted effect of over 60% in size
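Cells were plated at 1500 per well in reduced-serum medium with 10% FBS and left 2 h. Compound in DMSO was then added for 24 h at 37 °C. Reporter signal was read by luminescence after 10 min with luciferase detection reagent.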
uPA generation – cell surface uPA generation inhibition | AID 540303 | actives 0.31% (n = 330,000) | Potency, µM (series often up to 38.3 µM), for the others: at the top dose activity change, negative = inhibition, most hits filed as inhibitors | cell surface uPA generation assay, qHTS; active = well fitted inhibition curve with a large enough effect; inconclusive = small, poorly fitted or top-dose-only effect; inactive = no such curve, though single readings can be large or run the other way; tested in mouse RAW 264.7 cells; note: % is set by controls: 0 for no effect and ±100 for the full control effect; nearly all actives have a fitted effect of over 55% in size
NPC1 promoter act – activates the NPC1 promoter | Potency, µM (doses to about 9.22 µM), for the others: at the top dose activation, hits mostly activators | Huh7 NPC1 promoter luciferase reporter, 24 h | actives 2.4% (n = 320,000);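 note: % of control where 0% means no effect; nearly all actives have a fitted effect of over 60% in size; reporter is driven by a mutant NPC1 promoter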
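Huh7 reporter cells (NPC1 promoter driving luciferase) are dosed with compound for 24 h at 37 °C, 5% CO2; luciferase detection reagent is then added and luminescence measured after 10 min at ambient temperature.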
ELG1 genotox – induces genotoxicity in HEK293T cells with luciferase-tagged ELG1. HEK293T ELG1-luciferase reporter, luminescence, 16 h. Potency, µM (titrated, usually from 46 µM), for inactives: at the top dose activity change, positive = activation, most hits filed as activators. actives 1.3% (n = 330,000); note: % of control where 0% means no effect; nearly all actives have a fitted effect of over 60% in size
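HEK293T cells expressing luciferase-tagged ELG1 were exposed to compound or DMSO vehicle for 16 hr at 37 °C and 5% CO2. Luciferase activity was then measured with ONE-Glo after 30 min at room temperature.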
The depositor's hits bear a star; ? = inconclusive; · = no result given; & = joins results of further samples; ! = not confirmed by another sample; [ ] = remark or other dose. Unless noted, calls come from the whole dose curve; as a rule, active = well fitted curve in the direction sought with a large enough effect; inconclusive = small, poorly fitted or top-dose-only effect, or another doubt; inactive = no such curve, though single readings can be large; an effect the other way counts as inactive or inconclusive. Potency is the fitted concentration of half-maximal effect.

The line under a structure holds: FLuc modulator	p53 reactivation	RORgamma inh	Gal4-VP16 FLuc	BRCA1 expr up	MBNL1 CUG block	Rab9 promoter act	uPA generation	NPC1 promoter act	ELG1 genotox
1) CCn1nc(C)c(Br)c1-c1nc(-c2ccc(C)cc2)no1
    15µM*	5%	4%	3%	-27%	·	-3%	0%	-5%	0%
2) CC1(C)CC(=O)C2=C(C1)N(Cc1ccco1)C(=O)NC2(C(F)(F)F)C(F)(F)F
    3%	2%	0%	-1%	-28%	6%	0%	6%	2%	0%
3) Cc1nnc(SC(C)C(=O)NC2CCCCC2)s1 (stereo not drawn)
    -1%	1%	·	·	-1%	·	-2%	1%	-1%	-1%
4) O=C(COC(=O)C1(c2ccc(F)cc2)CCCC1)Nc1ncc(C(F)(F)F)cc1Cl
    -1%	-5%	-20%	-21%	-23%	-5%	-6%	-1%	-1%	0%
5) COc1ccc(S(=O)(=O)NCCOc2ccccc2)cc1F
    0%	4%	29%	1%	23%	-5%	0%	5%	1%	0%
6) CCC/C(=N\NC(=O)CNC(=O)c1ccc(Cl)cc1)c1ccccc1
    0%	0%	17%	0%	0%	5%	-8%	·	-1%	-4%
7) O=C(NNC(=S)NC(=O)c1cn(-c2ccccc2)nc1-c1ccccc1)c1ccncc1
    13µM*	?	2.8µM*	8.9µM*	-54%	25%	8%	?	0%	-10%
8) O=C1c2ccccc2C(=O)N1c1n[nH]c(CCc2ccccc2)n1
    5%	19%	9%	-2%	-3%	-4%	4%	9%	-5%	4%
9) Cc1cccc(NC(=O)CCCSc2nc3ccccc3[nH]2)c1
    -14%	-4%	25%	1%	-19%	·	1%	-2%	-2%	-7%
10) CCOC(=O)C(C(=O)OCC)C(C[N+](=O)[O-])c1ccccc1 (stereo not drawn)
    1%	1%	4%	3%	-2%	-8%	-11%	-4%	-3%	1%
11) COC(=O)CN1C(=O)NC2(CCCc3ccccc32)C1=O (stereo not drawn)
    1%	-2%	4%	2%	-1%	2%	-1%[1.84 µM]	11%	1%	0%
12) COc1cc(/C=C/C(=O)N2CCN(c3n[nH]c(=O)[nH]c3=O)CC2)cc(OC)c1OC
    -1%	0%	1%	-4%[10 µM]	10%	17%	-2%	3%	-2%	4%
13) Cc1ccccc1C(=O)Nc1ccc(C(=O)N/N=C/c2ccc(O)cc2)cc1
    ?	-9%	-24%	?	-12%	14%	-5%	-2%	-1%	-4%
14) CCOC(=O)N1CCC(c2cc(=O)n3[nH]ccc3n2)CC1
    0%	-3%	-3%	-2%	3%	9%	-1%	-8%	4%	0%
15) CCNc1nc(=S)nc(NC(C)C)[nH]1
    6%	-11%	10µM*	13µM*	6%	?	-3%	-1%	2%	11%
16) COc1cc(CCC(=O)OCC(=O)Nc2ccc(C)cc2Cl)cc(OC)c1OC
    1%	14%	15%	3%	0%	-10%	4%	2%	1%	4%
17) CCOc1ccc(N(CC(=O)Nc2ccccc2C)S(=O)(=O)c2c(C)noc2C)cc1
    -2%	19%	14%	0%	-41%	-9%	-21%	?	-28%	1%
18) Cc1ccc(CN2C3CCCC2CC(NC(=O)c2ccc(F)cc2)C3)cc1 (stereo not drawn)
    1%	·	-30%	1%	-6%	-4%	6%	2%	2%	-8%
19) CC(=O)Nc1ccc(S(=O)(=O)NC(CC(=O)NCCCN2CCOCC2)C(C)C)cc1 (stereo not drawn)
    5%	1%	0%	-6%	-9%	-5%	-3%	7%	-2%	3%
20) COc1ccc2c(c1)C1=NN(/C(C)=C/C(C)=O)C(c3ccc(F)cc3)C1CC2 (stereo not drawn)
    27µM*	?	-7%	?	-8%	0%	19%	-3%	25%	?
21) CC(C)C(=O)Nc1ccc(C(=O)NNC(=O)CCc2ccccc2)cc1
    5%	3%	-3%	-6%	7%	·	-5%	13%	1%	-1%
22) COc1ccc(-c2nnc(SCC(=O)N3CCC(Cc4ccccc4)CC3)o2)cc1OC
    0%	11%	-2%	5%	-2%	1%	1%	·	-4%	-10%
23) CCOC(=O)C1(C)NC(c2ccco2)C2C(=O)N(CC)C(=O)C21 (stereo not drawn)
    -2%	0%	4%	10%	-3%	-4%	3%	-4%	-1%	1%
24) CC1(C)CC(=O)c2cnc(N3CCc4ccccc4C3)nc2C1
    2.7µM*	32%	27%	-1%	7.1µM*	7%	?	-3%	2.8µM*	1.8µM*
25) CN(c1ccccc1)c1nc2ccsc2c(=O)s1
    12µM*	?	16%	13%	10µM*	11%	3.2µM*	1%	?	13µM*
26) CC(=O)N1CCc2cc(S(=O)(=O)CCC(=O)NCc3ccc(C)o3)ccc21
    -3%	8%	-15%	-1%	-27%	-6%	2%	-3%	-4%	1%
27) COc1cc(NC(=O)c2ccc(N3CCCC3=O)cc2)cc(OC)c1
    ·	28%	·	·	?	·	·	-2%	·	?
28) Cc1ccc(C(=O)Nc2ccc3c(c2)OCCO3)cc1
    0.43µM*	-23%	10µM*	10µM*	?	-3%	0.32µM*	-8%	0.28µM*	0.58µM*
29) CCOC(=O)NC1C=CS(=O)(=O)C1 (stereo not drawn)
    1%	13%	1%	-2%	2%	1%	4%	3%	-2%	-2%
30) Nc1cc([N+](=O)[O-])ccc1O
    -5%	-2%	-1%&13%	13µM*!	-27%	?	0%	-2%	-1%	1%

Ordered by value in RORgamma inh (falling): some entries from above
nr	compound	p53 reactivation	RORgamma inh	Rab9 promoter act	uPA generation	NPC1 promoter act
25	CN(c1ccccc1)c1nc2ccsc2c(=O)s1	?	16%	3.2µM*	1%	?
21	CC(C)C(=O)Nc1ccc(C(=O)NNC(=O)CCc2ccccc2)cc1	3%	-3%	-5%	13%	1%
26	CC(=O)N1CCc2cc(S(=O)(=O)CCC(=O)NCc3ccc(C)o3)ccc21	8%	-15%	2%	-3%	-4%

(listing goes on)
The line under a structure holds: FLuc modulator	p53 reactivation	RORgamma inh	Gal4-VP16 FLuc	BRCA1 expr up	MBNL1 CUG block	Rab9 promoter act	uPA generation	NPC1 promoter act	ELG1 genotox
31) CCC(CO)NC1=C([N+](=O)[O-])C(=O)CC(C)(C)C1 (stereo not drawn)
    1%	0%	1%	4%	17%	-6%	-13%	-2%	0%	0%
32) O=C(NC(=S)NC1CCSC1=O)c1cccc([N+](=O)[O-])c1 (stereo not drawn)
    1%	?	?	-24%	-6%	?	3%	5%	-1%	0%
33) Cc1ccc(CSCC(=O)N2CCCC2)cc1
    -7%	2%	3%	22%	40%	-4%	4%	0%	1%	5%
34) Nc1ccc(-n2nncc2-c2ccc(Cl)cc2)cc1
    -2%	-5%	12%	5%	-7%	3%	-7%	·	-5%	2%
35) O=C(NCCCN1CCOCC1)c1ccc2c(c1)N(Cc1ccccc1F)C(=O)c1ccccc1S2=O (stereo not drawn)
    2%	-1%	15%	7%	-14%	-6%	-3%	1%	-4%	1%
36) COc1ccc(OC)c(C(C(=O)NC2CCCCC2)N(Cc2ccco2)C(=O)c2ccccn2)c1 (stereo not drawn)
    0%	-6%	-26%	-1%	0%	-2%	-2%	-2%	-2%	0%
37) Cc1nn2c(-c3ccc(Cl)cc3)ccnc2c1-c1ccccc1
    8.5µM*	7%	3%	-3%	20%	0%	22%	3%	?	8%
38) CCn1cc(C(=O)O)c(=O)c2cc(F)c(N3CCN(C(=S)NC(=O)c4ccccc4Cl)CC3)cc21
    -1%	-1%	-31%	7%	-10%	-11%	-1%	2%	-2%	-2%
39) CCOC(=O)C1(C(C)(C)CC)CC(CSc2nc3ccccc3[nH]2)OC1=O (stereo not drawn)
    0%	11%	?	-13%	-39%	-1%	-4%	3%	-5%	-4%
40) O=C(CC1NC2CCCCC2NC1=O)Nc1ccc2c(c1)OCO2 (stereo not drawn)
    -1%	5%	17%	-3%	5%	0%	-1%	·	0%	3%
41) O=[N+]([O-])c1cccc(-c2ccc(/C=N/NC(=S)NCc3ccco3)o2)c1
    -5%	-2%	0.45µM*	3.2µM*	-5%	21%	-17%	-3%	-11%	2%
42) Cc1ccc(S(=O)(=O)N2CCC(C(=O)NCC3CCCO3)CC2)cc1 (stereo not drawn)
    4%	-3%	5%	1%	10%	-4%	-4%	·	2%	-1%
43) CCOc1ccccc1-n1c(=S)sc2c(=O)n(-c3ccc(C)cc3)c(=S)[nH]c21
    ?	-2%	-40%	2%	43%	?	1%	7%	-3%	-1%
44) Cn1nc(C(C)(C)C)cc1C(=O)NCc1ccc2c(c1)OCO2
    3%	-11%	-13%	1µM*	-16%	-6%	-32%[inhibitor]	-23%	-26%	-1%
45) COc1cccc(C2=NOC(C(=O)N3CCc4ccccc4C3)C2)c1 (stereo not drawn)
    ?	11%	?	9%	3%	-5%	5%	-5%	2%	2%
46) OCCN1CCN(CCCN2c3ccccc3C=Cc3ccccc32)CC1
    ·	·	?	-13%&-13%	·	·	-16%[46.1 µM]	·	-2%[46.1 µM]	·
47) CCN(CC)CC(O)Cn1c(-c2cccc(Cl)c2)nc2cc(C)c(C)cc21 (stereo not drawn)
    ?	6%	-3%	1%	-3%	-11%	0%	3%	-2%	9%
48) O=C(/C=C/c1ccccc1)NC(=S)Nc1ccccc1
    ?	-2%	?	2µM*	105%	-1%	4%	-7%	3%	5%
49) O=C(Nc1cc(S(=O)(=O)N2CCCCCC2)ccc1OCC(F)(F)F)c1cnccn1
    4%	-5%	·	·	22%	·	-1%	-5%	-1%	0%
50) COc1cccc(NC(=O)CN2CCCCCC2)c1
    -15%	13%	-11%[1.91 µM]	-10%	93%	4%	14%	11%	16%	7%

Screening results deposited in PubChem BioAssay by National Center for Advancing Translational Sciences (NCATS).
